Screening results (PubChem)
GalR3 antag = human GalR3 antagonism; O60755; HEK293 GalR3-CNG cAMP membrane potential fluorescence; galR3 body fused to GalR1 C-terminus; inhibition, % at 3 µM; 360,000 compounds, 0.44% hits;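 active means inhibition above the screen-wide average plus 3 SD, cut at about 13% in these data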;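 further: forskolin and galanin both at EC90 stimulate the cells; cAMP rise reported by CNG channel membrane potential dye signal; 0% = forskolin plus galanin with DMSO and 100% = forskolin alone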
Target sequence (O60755 1-299 limits assumed): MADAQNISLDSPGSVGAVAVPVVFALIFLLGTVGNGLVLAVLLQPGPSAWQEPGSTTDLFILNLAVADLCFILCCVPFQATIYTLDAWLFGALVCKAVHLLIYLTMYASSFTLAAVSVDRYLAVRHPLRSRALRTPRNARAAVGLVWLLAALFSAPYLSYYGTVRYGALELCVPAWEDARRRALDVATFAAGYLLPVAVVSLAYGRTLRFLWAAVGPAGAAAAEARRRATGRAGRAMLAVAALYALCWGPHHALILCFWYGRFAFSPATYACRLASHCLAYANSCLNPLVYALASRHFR
FID counter = counter-screen for HCV NS3 helicase inhibitors: DNA intercalator displacement | DNA fluorescent intercalator displacement, fluorescence | AID 1845 | 290,000 compounds, 0.17% hits | inhibition, % at 7.9 µM; in the data active means inhibition above about 37%;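 further: 0% = vehicle and 100% = reference compound; higher means more ethidium bromide displaced from hairpin DNA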
SUMO HTRF inh = blocks human SUMOylation mediated by UBC9 | P63279 | HTRF SUMOylation assay, SAE1/SAE2 + UBC9, in vitro | inhibition, % at 35 µM | 290,000 compounds, 0.36% hits | AID 2006; in the data active means inhibition above about 50%, passing the limit was not always enough; further: strong numbers were not always called active
Target sequence (P63279 whole entry, looked up): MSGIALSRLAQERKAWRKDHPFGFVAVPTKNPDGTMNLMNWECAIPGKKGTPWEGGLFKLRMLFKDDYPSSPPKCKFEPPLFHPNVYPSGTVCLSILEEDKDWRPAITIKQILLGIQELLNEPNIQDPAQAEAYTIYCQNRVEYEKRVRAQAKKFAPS
CRFBP-R2 block = blocks CRF-induced signaling of the CRF-BP/CRF-R2 complex; HEK293 CRF-R2/CRF-BP, CRF-induced calcium fluorescence; inhibition, % at 11.8 µM; 350,000 compounds, 0.59% hits;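 active means inhibition of the ligand-induced calcium signal above about 50% at the single tested concentration, limit read from the data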
CRFR2-BP ag = CRF-BP/CRF-R2 complex agonism | HEK293 CRF-R2/CRF-BP, calcium dye fluorescence (FLIPR); percent of saturating CRF peptide response | activation, % at 13.2 µM | 350,000 compounds, 0.46% hits | AID 588473;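 active means activation of at least 50%, plus an integration ratio under a set limit after plate pattern correction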;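 further: plate controls were neutral control wells without compound for no effect and CRF at EC100 for full effect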
NS3 helicase inh = inhibitors of Hepatitis C virus NS3 helicase | inhibition, % at 10.9 µM | 290,000 compounds, 0.56% hits | AID 1800 | NS3 helicase DNA unwinding, Cy5 molecular beacon fluorescence;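 active means inhibition above the mean of all tested compounds plus 3 SD, set per campaign, cut at about 35% in these data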;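 further: 0% = DMSO wells and 100% = thioflavine S control wells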
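Assay system: hepatitis C virus NS3 helicase domain fragment enzyme. Also added: annealed dual-labelled DNA beacon duplex, ATP-started. Timing: 1 h reaction at 25 °C, ATP-initiated. Technique: Cy5 fluorescence at 0 and 60 min, beacon hairpin quenching. Evaluation: % inhibition of unwinding. Replication: one well per compound.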
MEKK3 PB1 HTS = MEKK3-MEK5 PB1 interaction, increase or decrease; Q99759; 290,000 compounds, 1.4% hits; bead-based flow cytometry, Alexa488-MEK5 binding to MEKK3; actives lie on both sides; 0 = blocked by unlabeled MEK5, 100 = vehicle; AID 1529; binding response (% of control), % at 10 µM;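 active means binding response more than 3 SD above or below the average of its plate-row segment, actives on both sides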;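 further: Alexa488 bead fluorescence after subtracting the streptavidin-only scavenger bead signal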
Target sequence (Q99759 whole entry, looked up): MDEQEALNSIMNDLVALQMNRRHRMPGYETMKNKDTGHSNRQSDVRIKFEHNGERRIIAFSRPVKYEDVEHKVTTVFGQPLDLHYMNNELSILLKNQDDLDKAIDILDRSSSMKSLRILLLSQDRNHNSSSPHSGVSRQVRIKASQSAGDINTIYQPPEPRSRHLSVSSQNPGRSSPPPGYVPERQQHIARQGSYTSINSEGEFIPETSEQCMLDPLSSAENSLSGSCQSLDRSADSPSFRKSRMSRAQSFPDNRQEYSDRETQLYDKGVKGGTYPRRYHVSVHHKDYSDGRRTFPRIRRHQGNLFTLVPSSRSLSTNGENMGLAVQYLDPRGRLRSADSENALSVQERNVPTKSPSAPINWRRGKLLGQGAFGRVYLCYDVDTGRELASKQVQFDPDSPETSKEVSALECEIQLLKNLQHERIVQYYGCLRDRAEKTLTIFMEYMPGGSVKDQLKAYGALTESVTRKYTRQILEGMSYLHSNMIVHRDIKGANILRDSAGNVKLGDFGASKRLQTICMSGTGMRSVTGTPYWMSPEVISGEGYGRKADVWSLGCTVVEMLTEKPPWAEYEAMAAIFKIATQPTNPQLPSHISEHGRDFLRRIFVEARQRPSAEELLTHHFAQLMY
MEKK2mut PB1 HTS = signal of MEK5 binding to mutant human MEKK2 PB1 domain. percent response, % at 10 µM. bead flow cytometry, Alexa488-MEK5 binding to MEKK2 mutant. 290,000 compounds, 0.35% hits; in the data active means percent response above about 24%, passing the limit was not always enough; further: inactives centre near 1; some results filed as inactive read as strong as hits; reference of the scale not given here
MEKK2wt PB1 HTS = raises or lowers MEK5 binding to wildtype human MEKK2 PB1 domain | Q9Y2U5 | bead flow cytometry, Alexa488-MEK5 binding to MEKK2 WT; actives lie on both sides | binding response (% of control), % at 10 µM | 290,000 compounds, 1.1% hits; in the data active means binding response below about 67% or above about 130%
* = called active by the depositor; nt = no result given.

SMILES	GalR3 antag	FID counter	SUMO HTRF inh	CRFBP-R2 block	CRFR2-BP ag	NS3 helicase inh	MEKK3 PB1 HTS	MEKK2mut PB1 HTS	MEKK2wt PB1 HTS
CC(C)(C)c1cc2cccnc2n1Cc1cccc(Cl)c1	-8	7	4	-23	1.1	-14	101	-1	105
COc1ccc(N2CCN(S(=O)(=O)c3ccc(OC)c(C(=O)N4CCCC4)c3)CC2)cc1	-10	-36	9	2	-4.4	-1	101	3	101
CCn1ncc(C(=O)Nc2ccccc2C)c1C	-12	4	1	-8	0.2	-2	98	-3	96
Cc1ccc(Nc2nnc(-c3ccc4c(c3)OCO4)o2)c(C)c1	-9	-23	13	-36	-0.8	5	105	2	85
COc1ccc(Nc2nc(N)nc(CN3CCOCC3)n2)cc1	-6	-5	37	-10	-1.9	1	96	4	97
CCC(C)(C)n1nnnc1C(c1ccc(O)c(OC)c1)N1CCN(c2nc3ccccc3s2)CC1 (stereo not drawn)	-5	-27	5	22	0.9	-11	99	-1	96
COC(=O)CCS(=O)(=O)c1ccc(Cl)c(Cl)c1	-3	-1	19	10	-0.1	1	108	7	101
Cc1ccc(SC(C)C(=O)N2CCC(C(N)=O)CC2)cc1 (stereo not drawn)	-3	3	-6	-5	4.5	5	93	1	83
CCOc1cc(NC(=S)NCCCN2CCOCC2)c(OCC)cc1NC(=O)c1cccc(F)c1	8	2	7	-2	-0.2	-24	94	-3	98
COC(=O)c1ccc(NC(=O)c2ccc3nccnc3c2)cc1	-7	-10	-2	6	-1.2	-1	100	5	102
O=C(N/N=C/C=C/c1ccc([N+](=O)[O-])cc1)c1cccs1	-1	5	27	7	-1.4	-2	104	8	105
CN(Cc1ccco1)C(=O)Cn1cc(S(=O)(=O)N2CCCC2)c(S(=O)(=O)N2CCCC2)c1	-2	-21	-10	-18	1.6	16	99	-4	98
O=S(=O)(/N=C(/Nc1ccc(F)cc1F)c1ccccc1)c1ccccc1	-3	-1	30	12	-2.1	3	99	-2	100
COc1ccc(-n2nnnc2SCC(=O)Nc2ccccc2F)cc1	-9	-9	1	4	0.2	-2	98	3	97
COc1ccc(CN2CC(C(=O)NCC3CCCO3)CC2=O)cc1 (stereo not drawn)	-4	-2	10	-6	-0.6	-4	100	5	99
CCC(CCC(=O)Nc1ccc(S(N)(=O)=O)cc1)C(=O)O (stereo not drawn)	1	7	15	9	0.1	0	94	-4	95
COc1cc(OC)cc(-n2nnnc2SCC(=O)NCc2ccc3c(c2)OCO3)c1	-5	-14	-9	-9	1.5	12	93	-7	94
Cc1ccccc1-c1ccc(=O)n(CC(=O)Nc2ccc(N3CCOCC3)cc2)n1	-2	-23	0	12	-0.3	1	99	13	106
Cc1ccc(NC(=S)c2ccncc2)cc1	-1	-2	18	-3	-0.2	-4	101	3	106
COc1ccc2nc(NC(=O)c3cccnc3SC)sc2c1	-2	-2	7	6	-1.9	-6	92	-6	58
Cc1cccc(CNC(=O)C(C)n2nc(C)c3c(C)n(-c4ccccc4)nc3c2=O)c1 (stereo not drawn)	5	-41	14	10	-1.3	0	99	-1	99
Cc1ccn2c(=O)c(C(=O)NCCCN3CCCCC3C)c(O)nc2c1 (stereo not drawn)	nt	-4	11	6	-1.1	6	101	-1	99
CN(C(=O)CN1C(=O)/C(=C/c2ccc(Cl)cc2)SC1=S)C1CCS(=O)(=O)C1 (stereo not drawn)	2	-23	1	7	0.0	-8	95	1	100
CC1Cc2ccccc2N1CC(=O)Nc1ccc2c(c1)OC(F)(F)O2 (stereo not drawn)	1	-8	-24	-1	0.5	-2	99	0	101
Cc1[nH]n(S(=O)(=O)Cc2ccccc2)c(=O)c1N=Nc1ccccc1Cl	-6	1	-7	24	-2.1	-1	117	-1	103
COc1ccc(-c2cn(CCC(=O)NCc3ccc(C)cc3)c(-c3ccncc3)n2)cc1	-4	-35	4	8	-3.5	-10	102	-4	99
O=C(c1ccco1)N1CCN(S(=O)(=O)c2cccc([N+](=O)[O-])c2)CC1	-7	-3	-2	2	-1.2	-1	96	-3	99
Cn1c(SCc2ccccn2)nc2c1c(=O)[nH]c(=O)n2C	-1	-3	28	-12	-0.1	-1	108	8	95
CCOC(=O)N1CCN(C(=O)c2cccn3c(=O)c4c5c(sc4nc23)CCCC5)CC1	3	-6	14	15	-1.5	-1	110	8	112
CCn1cc(C(=O)NCC2CCCO2)c(=O)c2cc(S(=O)(=O)N(C)C)ccc21 (stereo not drawn)	4	-9	4	-3	1.7	-1	103	1	103
O=C(NCc1nnc2c(C(F)(F)F)cc(Cl)cn12)c1ccco1	1	-8	10	0	0.0	-3	92	-5	96
O=C(O)CCC(=O)N1N=C(c2c(-c3ccccc3)c3cc(Cl)ccc3[nH]c2=O)CC1c1ccccc1 (stereo not drawn)	-3	-46	18	-13	0.8	29	95	-14	74
COc1ccc(C2CC(=O)N(C)c3ccccc3S2)cc1OC (stereo not drawn)	-2	-12	13	8	1.0	-5	97	-3	95
O=C(Cn1nnc2ccccc21)N/N=C\C=C\c1ccccc1	-2	-16	2	-2	-0.1	8	102	-1	97
Cc1ccc(C2CC(=O)Nc3cc4c(cc32)OCCO4)s1 (stereo not drawn)	-9	-7	12	-17	-0.9	1	114	9	109
O=C(c1ccco1)N(Cc1cccc(Br)c1)C1CCS(=O)(=O)C1 (stereo not drawn)	1	-9	-8	-8	-1.6	2	93	-5	93
Cc1ccc(N2CCN(S(=O)(=O)N3CCCCC3)CC2)cc1Cl	-4	0	-12	-43	0.1	0	95	-2	94
O=C(OCC#CCSc1nnc(-c2ccccc2)o1)c1cccs1	-5	-22	18	30	1.4	-2	101	1	99
CCCCOP(=O)(c1ccc(N(C)C)cc1)C(Nc1ccccc1)c1ccccc1 (stereo not drawn)	-5	-34	-5	24	0.3	3	103	2	103
Cc1ccc(C(=O)Nc2ccc(Cl)cc2C(F)(F)F)c(Cl)c1	-6	-2	-7	1	-0.9	-10	100	1	93
CC(C)(C)C(=O)OCc1nc(-c2ccc(Cl)cc2)cs1	-5	-4	-10	-21	1.4	0	104	8	100
Cc1nn(C)c(C(=O)N/N=C/c2cccnc2)c1Cl	0	-7	7	9	-0.9	3	101	4	107
CCn1c(=O)n(CC)c2cc(S(N)(=O)=O)c(C)cc21	-2	2	19	20	-0.1	-2	101	-5	94
Cc1cc(-c2nnco2)c(C)n1-c1ccccc1	-2	-10	4	15	-1.5	4	102	2	103
COc1ccc(C2(c3ccc(OC(C)=O)cc3OC(C)=O)CC(c3ccccc3)NC(=S)N2)cc1 (stereo not drawn)	-6	-32	5	-2	11	24	100	2	95
CCN(C(=O)CN1CCN(c2ccccc2O)CC1)c1c(N)n(Cc2ccccc2)c(=O)[nH]c1=O	-1	-1	33	-7	0.8	4	102	6	105
O=C(CSc1n[nH]c(-c2ccccc2)n1)NCc1cccc(C(=O)O)c1	-3	4	6	12	0.3	-2	92	-29	83
CC1=CC2=NC(=O)/C(=C\c3cccn3CCOc3cc(C)cc(C)c3)C(=N)N2O1	-1	-16	-25	-13	-0.9	-4	96	-3	96
C[C@]12CC[C@@H]3c4ccc(O)cc4CC[C@H]3[C@@H]1CC[C@@H]2OC(=O)CCC1CCCC1	3	nt	nt	-37	0.4	nt	99	1	99
O=C1CNC(=O)/C(=C/c2cccs2)N1	-2	-4	25	-4	1.3	14	102	-4	96
Brc1ccc(-c2nc(-c3cccnc3)no2)o1	-5	-2	22	-2	0.4	1	102	6	103
CNc1oc(Cc2cccc3ccccc23)nc1C#N	-7	-8	10	1	-6.6	-2	89	2	95
O=C(CN1C(=O)c2ccccc2C1=O)c1ccc(F)cc1	-8	-1	15	-12	0.9	-6	103	-2	102
COc1ccc(/C=N\NC(=O)CCc2c(C)n[nH]c2C)c(OC)c1OC	-6	-11	12	-4	0.4	11	134*	2	109
CCOc1ccc(CCNS(=O)(=O)c2ccc3c(c2)NC(=O)CC(=O)N3)cc1OCC	-5	-2	-2	-1	-0.1	3	96	-3	93
COc1ccccc1NC(=O)CCC(=O)Nc1nnc(C2CCCCC2)s1	-4	-36	1	-15	1.4	6	100	-2	98
O=C(/C=C/c1ccc(F)cc1)NC(=S)N1CCN(c2ccccn2)CC1	-5	-18	8	-17	0.5	-4	91	-17	90
COc1ccccc1CC(=O)O/N=C(\N)c1ccccn1	-6	-8	6	-2	-1.6	9	89	-12	92
COc1ccc(/C=N/NC(=O)CC(=O)NCc2cccnc2)c(OC)c1	2	-8	15	23	-0.9	2	88	-1	96
COc1ccc(NC(=O)c2cn(C)c(=O)c3cc(OC)c(OC)cc23)c(OC)c1	-11	-28	19	0	-1.9	-1	104	5	106

Two entries from above, bar-delimited:
SMILES | GalR3 antag | FID counter | SUMO HTRF inh | CRFBP-R2 block | CRFR2-BP ag | NS3 helicase inh | MEKK3 PB1 HTS | MEKK2mut PB1 HTS | MEKK2wt PB1 HTS
CCN(C(=O)CN1CCN(c2ccccc2O)CC1)c1c(N)n(Cc2ccccc2)c(=O)[nH]c1=O | -1 | -1 | 33 | -7 | 0.8 | 4 | 102 | 6 | 105
Brc1ccc(-c2nc(-c3cccnc3)no2)o1 | -5 | -2 | 22 | -2 | 0.4 | 1 | 102 | 6 | 103

(next part)
SMILES	GalR3 antag	FID counter	SUMO HTRF inh	CRFBP-R2 block	CRFR2-BP ag	NS3 helicase inh	MEKK3 PB1 HTS	MEKK2mut PB1 HTS	MEKK2wt PB1 HTS
CC1CCCCN1C(=O)CSc1nc(-c2ccccc2)cn1N (stereo not drawn)	-2	-11	2	10	1.1	-6	117	-1	108
O=C(CCCn1c(=O)c2cccn2c2cccnc21)NCc1cccc(Br)c1	-8	-29	22	-6	0.6	1	96	-7	95
COC(=O)CNS(=O)(=O)c1ccc(OC)cc1	nt	-1	9	8	-0.5	-14	120	8	118
Cc1cc(C)n(C(=O)CSc2ccc(Cl)cc2)n1	-3	0	12	5	-0.9	-2	105	2	108
COC(=O)CN1C(=S)N(c2ccc(F)cc2)C(=O)C1CC(=O)Nc1ccccc1 (stereo not drawn)	-5	-9	-14	-3	-0.6	1	106	3	105
Cc1cc2ccc(C)c(C)c2nc1SCC(=O)c1cccs1	-4	-4	-8	-17	7.3	11	102	0	102
CN(c1ccccc1C(=O)NC1CCCCC1)S(=O)(=O)c1ccccc1	-4	-28	20	-4	11	-5	102	3	100
NC(=O)C1CCN(C(=O)COc2ccc3c4c(c(=O)oc3c2)CCC4)CC1	-8	-4	27	-6	-2.0	4	99	-3	100
COc1ccc(/C=N\NC(=O)c2ccccc2F)cc1COc1ccc(F)cc1	-4	-23	2	13	-0.3	3	102	4	104
Cc1ccc(NC(=O)C(C)OC(=O)CCNS(=O)(=O)c2ccc(C)cc2)cc1 (stereo not drawn)	-1	-25	13	-1	-1.1	-7	99	0	99

Record cards, as listed above. Order of values: GalR3 antag, FID counter, SUMO HTRF inh, CRFBP-R2 block, CRFR2-BP ag, NS3 helicase inh, MEKK3 PB1 HTS, MEKK2mut PB1 HTS, MEKK2wt PB1 HTS
Shown for CC1CCCCN1C(=O)CSc1nc(-c2ccccc2)cn1N (stereo not drawn) = -2, -11, 2, 10, 1.1, -6, 117, -1, 108
Shown for Cc1cc2ccc(C)c(C)c2nc1SCC(=O)c1cccs1 = -4, -4, -8, -17, 7.3, 11, 102, 0, 102
Shown for Cc1cc(C)n(C(=O)CSc2ccc(Cl)cc2)n1 = -3, 0, 12, 5, -0.9, -2, 105, 2, 108
Shown for COC(=O)CNS(=O)(=O)c1ccc(OC)cc1 = nt, -1, 9, 8, -0.5, -14, 120, 8, 118
Shown for COC(=O)CN1C(=S)N(c2ccc(F)cc2)C(=O)C1CC(=O)Nc1ccccc1 (stereo not drawn) = -5, -9, -14, -3, -0.6, 1, 106, 3, 105

A portion of the library (hit frequency here may not be typical).
